# mHTT-CaM PPI inh = inhibitors of human mutant huntingtin-calmodulin interaction. hit rate 3.6% among 190,000. AlphaScreen His-mHTT/GST-CaM binding, luminescence. P42858. AID 1671202. inhibition, % at 15 µM;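 further: 0% = both proteins with DMSO and 100% = one protein alone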
# Pf apPOL block = Pf-apPOL DNA polymerase inhibition | Recombinant Pf-apPOL, molecular beacon fluorescence, 1.5 h | hit rate 0.25% among 210,000 | inhibition, % at 10 µM
# An asterisk follows results filed as active; nt = not tested or not shown; & = joins results of further samples. No stated cut-off is given here; in the data, active means inhibition above about 50%; inactive means the rest. Compounds as they come; any-hit rate near 3.5%.
mol | mHTT-CaM PPI inh | Pf apPOL block
CCCNC(=O)C1CCCN(c2nnc3c(Cl)cccn23)C1 (stereo not given) | 1 | -2
Cc1ccc(NC(=O)C2CC(=O)N(c3ccccc3)C2)cc1Br (stereo not given) | -5 | -1
O=S(=O)(Nc1ccc(F)cc1Cl)c1ccc2nc(-c3ccccc3)[nH]c2c1 | -4 | 14
CCOc1ccccc1CN1CCC(C(=O)NCc2ccc(C)cc2)CC1 | 1 | -5
CCCCc1ccc(-c2nc(C=Nc3ccccc3Cl)c(O)o2)cc1 | 4 | -1
CCOC(=O)CC[C@H]1CC[C@]2(CCCN(C(=O)c3ccno3)C2)O1 | 78* | -3
COCc1noc(C2CCCCN2C(=O)Cc2c(C)noc2C)n1 (stereo not given) | -2 | 0
Cc1cc(C)c2nc(C)cc(Nc3ccc(N(C)C)cc3)c2c1 | 23 | -6
CC(=O)N1CCCN(C2=Nc3ccc(C)cc3Oc3ccccc32)CC1 | 54* | -6
CCCSc1nnc2c(n1)OC(c1ccncc1)N(C(C)=O)c1ccccc1-2 (stereo not given) | -1 | -9
O=C(c1ccc(OCC2CCCN2C(=O)c2cccc(F)c2)cc1)N1CCOCC1 (stereo not given) | 1 | 12
N#Cc1ccc(C=C2C(=O)ON=C2c2ccccc2)cc1 | nt | 2
COc1ccc(OC)c(/C=C(\C#N)c2ccc([N+](=O)[O-])cc2)c1 | 6 | 10
C=CCN1[C@H](CC(C)C)COc2cccc(N3CCCC3)c2S1(=O)=O | 8 | -7
CC1CN(CN2C(=O)c3ccccc3C2=O)CC(C)O1 (stereo not given) | -1 | 8&-10
O=C(O)c1ccc(NC(CSCc2cccc(F)c2)C(=O)O)c([N+](=O)[O-])c1 (stereo not given) | -2 | 1
COC(=O)c1ccccc1NC(=O)NC12CC3CC(CC(C3)C1)C2 | -22 | -9
COCc1noc(C2CCCCN2Cc2nc(-c3ccccn3)no2)n1 (stereo not given) | -1 | -9
COc1cc(OC)c(OC)cc1C=Nc1cccc(Cl)c1 | -4 | -4
Cc1ccc(C(=O)NCCC2CCN(C(=O)c3ccc(F)cc3)CC2)cc1 | 21 | -5
CC(=O)NC(c1ccc(C)cc1)c1ccc2cccnc2c1O (stereo not given) | 100* | -1
Cc1ccccc1NC(=O)c1c(C)sc2c(=O)n(C(C)C)cnc12 | -1 | -3
Cc1cc([N+](=O)[O-])c[nH]c1=O | nt | 0
Cc1cc(C)n(CC2CCN(C(=O)CN3C(=O)CCC3=O)CC2)n1 | -10 | -6
Cn1cc2c3c(cccc31)CN(C(=O)C1CC1)CC2 | 0 | -8
c1ccc(-c2onc(-c3ccco3)c2-c2ccc3[nH]ccc3c2)cc1 | 36 | 2
CSCCC(NC(=O)c1cncc(Br)c1)C(=O)O (stereo not given) | 1 | 2
NC(=O)c1ccsc1NC(=O)c1cc2cc([N+](=O)[O-])ccc2s1 | -5 | 6
CCCOC(=O)C1C2C=CC3(CN(Cc4ccc(C)cc4)C(=O)C13)O2 (stereo not given) | 1 | 2
COc1cccc(C(=O)Nc2cc([N+](=O)[O-])ccc2O)c1 | 2 | -5
Cn1c(Sc2ccc(C(=O)O)cc2[N+](=O)[O-])nnc1-c1ccccc1 | 2 | -9
CCC[C@H]1CN(c2ccccc2)C(=O)[C@@H]1CC(=O)Nc1ccccc1 | -8 | -4
Cn1c(=O)c2c(ncn2C)n(C)c1=O | -1 | 14&-2
Fc1cccc(Cl)c1CSc1nnc(SCc2c(F)cccc2Cl)s1 | nt | -4
COc1cccc(N2CCN(C(=O)C3Oc4ccccc4NC3=O)CC2)c1 (stereo not given) | 37 | -4
Cc1ccc2nc(-c3cccc(NC(=O)COc4ccccc4)c3C)oc2c1 | -7 | -6
Cc1cccn2c(=O)c3cc(C#N)c(=N)n(CCc4ccccc4)c3nc12 | -3 | -4
CS(=O)(=O)NC1CC2CC1CN2C(=O)c1ccc(C(F)(F)F)s1 (stereo not given) | -4 | -8
O=C(O)CCc1nc(-c2ccccc2)c(-c2ccccc2)o1 | nt | 7&-1
CSc1c(-c2cccs2)c(N)nn1S(=O)(=O)c1ccccc1 | nt | -4
COc1cc(O)c(C(CCN2CCCCC2)c2ccc3c(c2)OCO3)c(OC)c1 (stereo not given) | 33 | -5
Cc1c(C(=O)N2CCOCC2)nnn1-c1ccc2noc(-c3ccccc3)c2c1 | 1 | 1
O=C(Nc1nnc(-c2ccc(Br)o2)o1)c1ccc(F)cc1F | 1 | -22
COc1ccccc1CN1C(=O)Cn2cccc2C1C(=O)NC1CCCCC1 (stereo not given) | 21 | 5
Cc1ccc2nc(-c3ccc(NC(=O)c4cnc5sccn5c4=O)cc3)sc2c1 | -18 | 0
CSc1nc(N)nc(COc2ccccc2Cl)n1 | nt | -10
CC(C)c1ccc(C2SCC(=O)N2CCN2CCCCC2)cc1 (stereo not given) | 3 | 13
O=C1OC(Nc2nc(-c3cccc([N+](=O)[O-])c3)cs2)c2ccccc21 (stereo not given) | 1 | 0
Cc1cc(C)c(NC(=O)C23CC4CC(CC(C4)C2)C3)c(C)c1 | -1 | 1
Cc1cc2[nH]c(C(=O)Nc3cc(F)ccc3C)c(CN(C)C)c2s1 | -1 | 0
CCC(C(=O)NCCOC)n1cc(-c2nc(C)no2)ccc1=O (stereo not given) | -6 | 3
CCOC(=O)c1nc(COc2ccccc2Cl)[nH]c(=O)c1C | nt | -4
Cc1ccc(NCN2C(=O)C(=O)c3cc(Br)ccc32)c(C)c1 | 14 | 7
COC(=O)c1ccc(NC(=O)CN2CCN(Cc3nc(-c4ccco4)cs3)CC2)cc1 | 11 | -1
Cn1ncc(N2CCC(C(=O)NCc3cccc(Cl)c3)CC2)cc1=O | -13 | -5
O=C(O)Cn1c(=O)c2cc3c(=O)n(CC(=O)O)c(=O)c3cc2c1=O | -10 | 8
Clc1ccc(C2=CSC3=NCCN23)cc1Cl | 13 | -6
CCCC(=O)Nc1nnc(-c2ccc(C(C)(C)C)cc2)s1 | -3 | -5
CC(=O)NC1=NN(C(C)=O)C(C)(c2ccccn2)S1 (stereo not given) | 1 | 1
CCc1cccc(CC)c1NC(=O)CCCOc1ccc(OC)cc1 | -2 | -19

# Additional compounds
mol | mHTT-CaM PPI inh | Pf apPOL block
CC1CCN(c2ccc(-c3noc(C(=O)NC(C)C)n3)cc2)CC1 | -7 | 2
COc1ccc(Cl)cc1C(=O)Nc1c2c(nn1C(C)(C)C)CSC2 | -1 | 2
Cc1cc(C)c(S(=O)(=O)NCC2CCC(C(=O)NCc3ccccn3)CC2)c(C)c1 (stereo not given) | 19 | -4
O=C(NCCCN1CCOCC1)c1cc(-c2ccc3c(c2)OCO3)on1 | 1 | -6
O=C(Nc1nnc(C2CC(=O)N(c3ccccc3)C2)o1)c1ccc(Br)cc1 (stereo not given) | 15 | -1
O=C(Nc1cnc(N2CCCCCC2)nc1)c1ccccc1C(F)(F)F | 1 | 6
CCCCC(=O)Nc1ccc(NC(=O)c2ccccc2F)cc1OC | -3 | -4
C1CCC2(CC1)C1=C(CCCC1)Nc1nnnn12 | 1 | -4
COc1cccc(Oc2coc3cc(OC(=O)c4ccccc4)ccc3c2=O)c1 | -1 | -13
COc1ccc(N2C(=O)[C@H]3CCC=C[C@H]3[C@@H]2c2ccccc2Br)cc1 | -8 | -7
COc1ccc(-n2nc3cc(C)c(NC(=O)c4ccc([N+](=O)[O-])cc4)cc3n2)cc1 | -2 | 0
CN1CCN(CC(O)COCC2CC3CCC2C3)CC1 (stereo not given) | 4 | -2
COc1ccccc1Oc1ccc(C(F)(F)F)cc1NC(=O)c1c(O)c2ccccc2[nH]c1=O | -4 | 2
COc1ccccc1CNC(=O)CCC(=O)Nc1nc(-c2cc3ccccc3oc2=O)cs1 | -4 | 1
O=c1/c(=C/c2ccco2)sc2nc3ccccc3n12 | 2 | -2

# In a second layout: results already given
COc1ccccc1CNC(=O)CCC(=O)Nc1nc(-c2cc3ccccc3oc2=O)cs1
  mHTT-CaM PPI inh = -4; Pf apPOL block = 1

COc1ccccc1Oc1ccc(C(F)(F)F)cc1NC(=O)c1c(O)c2ccccc2[nH]c1=O
  mHTT-CaM PPI inh = -4; Pf apPOL block = 2

# Back to the main list with the 3 entries that preceded the break.
mol | mHTT-CaM PPI inh | Pf apPOL block
COc1ccccc1Oc1ccc(C(F)(F)F)cc1NC(=O)c1c(O)c2ccccc2[nH]c1=O | -4 | 2
COc1ccccc1CNC(=O)CCC(=O)Nc1nc(-c2cc3ccccc3oc2=O)cs1 | -4 | 1
O=c1/c(=C/c2ccco2)sc2nc3ccccc3n12 | 2 | -2
CCOCCCNC(=O)C1(C)CCC(=O)N1c1cc(C)ccc1C (stereo not given) | -1 | -3
Cc1ccc(S(=O)(=O)NCCc2ccccc2)c2nsnc12 | 0 | -8
CCOc1ccc(NC(=O)N2CC(CC)Oc3ccc(C)cc32)cc1 (stereo not given) | -1 | 0
CC(=O)NS(=O)(=O)c1ccc(NC(=O)COc2ccc(C)cc2)cc1 | 3 | -2
COc1ccc(-n2nc3c(c2NC(=O)c2cc(OC)c(OC)c(OC)c2)CSC3)cc1 | 42 | 6
O=C(Nc1ccccc1)c1ccc2c3c(onc13)-c1ccccc1C2=O | 14 | 4
CCC(=O)Nc1cccc(-c2noc(C3CCN(C(=O)c4ccc(C)cc4)CC3)n2)c1 | 17 | 0
COc1c(C)cnc(Cn2nc3c(-c4nc(C)no4)cccn3c2=O)c1C | -8 | -4
COc1ccc(OCC(=O)N2CCCC(C)(C(=O)NCc3cccc(OC)c3)C2)cc1 (stereo not given) | 2 | -2
O=S(=O)(c1ccc(-c2ccccc2)cc1)N1CCSC1c1ccccc1 (stereo not given) | -12 | 6
Cc1c(C(=O)N2CCC(C(N)=O)(N3CCCCC3)CC2)sc2ncnc(N3CCOCC3)c12 | -2 | 1
C[C@@H](CC#N)CN1CC[C@H](C(C)(C)C)CCC1=O | -4 | 2
Fc1ccc(CSC(=S)N2CCN(C(=S)SCc3ccc(F)cc3)CC2)cc1 | nt | -11
CCc1ccc(CNC(=O)c2ccc3c(c2)NC(=O)C(N2CCOCC2)S3)cc1 (stereo not given) | 22 | -12
O=C(Nc1ccc([N+](=O)[O-])cc1)C1CCN(S(=O)(=O)c2ccccc2)CC1 | -2 | -3
O=C(NCc1ccc2c(c1)OCO2)C1CC(=O)N(C2CCCC2)C1 (stereo not given) | -7 | -3
COc1cccc(C(=O)N2CCc3c(c(C(=O)NCc4cccc(C)c4)nn3C)C2)c1 | 67* | -6
CCCN(C(=O)C1CCCN(c2ncnc3c2nc2n3CCCCC2)C1)c1ccccc1C (stereo not given) | 0 | 1
CC(C)c1cc(C2CCCN2C(=O)Cc2ccccc2F)no1 (stereo not given) | -4 | -3
CCOc1ccc(C(=O)Nc2cc(C)ccn2)cc1[N+](=O)[O-] | -4 | -1
Cc1cc(C)cc(CN2CCCN(c3cccc(NC(=O)C(C)C)c3)C2=O)c1 | 9 | 3
Cc1noc(-c2cccc(C(F)(F)F)c2)c1C(=O)NCc1ccccc1 | -9 | -1
CC1CN(C(=O)Nc2ccc3c(c2)CCC3)CC1c1nc(-c2cccnc2)no1 (stereo not given) | 23 | -1
OC(CN1CCN(c2ccccc2Cl)CC1)c1ccc2c(c1)OCO2 (stereo not given) | -3 | 0
O=C(NCc1ccco1)c1cnn2c(C(F)(F)F)cc(-c3ccccc3)nc12 | 35 | -14
Clc1cc2c(c3ncccc13)OCN(CCCN1CCOCC1)C2 | 100* | -12
CCOc1cccc(CN2CCc3nc(N4CCCC4)ncc3C2)c1 | 28 | 4
CC(C)(C)OC(=O)N1CCCC(C(=O)Nc2ccc(C(=O)NC3CC3)cc2)C1 (stereo not given) | 10 | -4
COCCC(=O)N1CCC2(C1)NCc1ccccc1NC2=NC(C)(C)C (stereo not given) | 3 | -1
COC(C(=O)Nc1cccc(C(C)=O)c1)c1ccccc1 (stereo not given) | 2 | -1

# Complete entries, looked up by structure. Values in the order: mHTT-CaM PPI inh | Pf apPOL block
# `Cc1cc([N+](=O)[O-])c[nH]c1=O` reads nt | 0
# `Cc1ccc2nc(-c3cccc(NC(=O)COc4ccccc4)c3C)oc2c1` reads -7 | -6
# `O=C(c1ccc(OCC2CCCN2C(=O)c2cccc(F)c2)cc1)N1CCOCC1` (stereo not given) reads 1 | 12
# `O=C(O)c1ccc(NC(CSCc2cccc(F)c2)C(=O)O)c([N+](=O)[O-])c1` (stereo not given) reads -2 | 1

# Remaining list, next part.
mol | mHTT-CaM PPI inh | Pf apPOL block
O=C(CCCn1c(=O)[nH]c2ccsc2c1=O)Nc1ccc(F)cc1 | -3 | -3
O=c1cc(-c2ccc(Cl)cc2)[nH][nH]c1=O | 11 | -6
COc1ccc(N2CCN(C(=O)c3cn4ccc(C)cc4n3)CC2)cc1 | 3 | -2
CCOc1ccccc1C(=O)NCCNC(=O)c1ccccc1OCC | 2 | -5
CC(C)Oc1ccc(C(O)=C2C(=O)C(=O)N(Cc3cccnc3)C2c2ccccc2F)cc1 (stereo not given) | 1 | -6
O=C(C1CCCO1)N1CCC(CCOCc2ccc(F)cc2)CC1 (stereo not given) | -9 | -2
O=C(O)/C=C/c1cc(F)ccc1S(=O)(=O)NC1CCCC1 | -2 | -6
Cc1ccc(C2CC(c3ccco3)=Nc3ccccc3S2)cc1 (stereo not given) | 64* | 0
Cc1noc(-c2nn(C)c3c2CN(C(=O)c2ccccc2C)CC3)n1 | -3 | -2
Cc1ccc(N2CCC(NC(=O)c3ccccc3)C2=O)cc1C (stereo not given) | -10 | -4
O=C(CN1CCCC1)Nc1ccc(I)cc1 | nt | -5
COc1ccc(N(CC(=O)NCc2ccccn2)S(=O)(=O)c2ccc(C)c([N+](=O)[O-])c2)cc1 | 24 | -1
COc1ccc(CNCC(O)c2cccc(O)c2)cc1 (stereo not given) | -6 | 2
O=C(c1ccc(F)cc1)N1CCCC(c2ccnc(Nc3cccc(F)c3)n2)C1 (stereo not given) | 81* | 0
CC1(C)Cc2ccccc2-c2nnc(-c3cccs3)n21 | 4 | 2
O=C(NCCc1ccc(Cl)cc1)c1cccs1 | nt | -28
CC(C)Cc1nnc(NC(=O)CC(C)(C)C)s1 | -8 | nt
CCC(C)NC(=O)C1CCN(c2ccc(NC(=O)Nc3ccc(C)cc3C)cn2)CC1 (stereo not given) | 0 | -4

# Screening data (PubChem)
